Source: PubChem (National Center for Advancing Translational Sciences (NCATS))
TRb-SRC2 inh: TRbeta-SRC2 interaction inhibition; hit rate 0.065% among 280,000; Potency, µM (top dose mostly 106 µM), for the others: top-dose activity change, negative = inhibition, hits mostly inhibitors; P10828; TRbeta-SRC2 peptide binding, fluorescence polarization; receptor liganded with 1 µM T3; AID 1469;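 note: plate controls were bound peptide for no effect and peptide without receptor for full effect; nearly all actives have a fitted effect of over 50% in size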
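Decrease in fluorescence polarization of 20 nM Texas Red SRC2 coactivator peptide flagged inhibition of its binding to 0.6 uM TRb LBD; 1 uM T3 included, incubation 5 hr, ex 555/em 632 nm.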
RECQ1 helicase: inhibitors of human RECQ1 DNA helicase | P46063 | RECQ1 DNA unwinding, red fluorescence kinetic read | Potency, µM (series often up to 57.3 µM), for inactives: at the highest dose activity, negative = inhibition, actives largely listed as inhibitors | hit rate 0.54% among 240,000;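 note: plate controls were vehicle for no effect and no enzyme for full effect; nearly all actives have a fitted effect of over 30% in size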
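50 nM RECQ1T1 preincubated 15 min with compound in Tris pH 8.0 buffer with MgCl2, DTT, Tween-20 and 2.5 ug/ml poly(dI-dC); started with 200 nM TAMRA/BHQ-2 forked duplex and 2 mM ATP. Unwinding read as fluorescence (525/598 nm), two reads 2 h apart.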
L3MBTL1 inh: inhibitors of human L3MBTL1; Q9Y468; AlphaScreen L3MBTL1–H3K9me1 peptide binding; Potency, µM (doses to about 57.1 µM), inactives show at the top dose activity, negative = inhibition, usual class: inhibitors; hit rate 0.66% among 230,000; AID 485360; note: nearly all actives have a fitted effect of over 60% in size
Target sequence (Q9Y468 whole entry, looked up): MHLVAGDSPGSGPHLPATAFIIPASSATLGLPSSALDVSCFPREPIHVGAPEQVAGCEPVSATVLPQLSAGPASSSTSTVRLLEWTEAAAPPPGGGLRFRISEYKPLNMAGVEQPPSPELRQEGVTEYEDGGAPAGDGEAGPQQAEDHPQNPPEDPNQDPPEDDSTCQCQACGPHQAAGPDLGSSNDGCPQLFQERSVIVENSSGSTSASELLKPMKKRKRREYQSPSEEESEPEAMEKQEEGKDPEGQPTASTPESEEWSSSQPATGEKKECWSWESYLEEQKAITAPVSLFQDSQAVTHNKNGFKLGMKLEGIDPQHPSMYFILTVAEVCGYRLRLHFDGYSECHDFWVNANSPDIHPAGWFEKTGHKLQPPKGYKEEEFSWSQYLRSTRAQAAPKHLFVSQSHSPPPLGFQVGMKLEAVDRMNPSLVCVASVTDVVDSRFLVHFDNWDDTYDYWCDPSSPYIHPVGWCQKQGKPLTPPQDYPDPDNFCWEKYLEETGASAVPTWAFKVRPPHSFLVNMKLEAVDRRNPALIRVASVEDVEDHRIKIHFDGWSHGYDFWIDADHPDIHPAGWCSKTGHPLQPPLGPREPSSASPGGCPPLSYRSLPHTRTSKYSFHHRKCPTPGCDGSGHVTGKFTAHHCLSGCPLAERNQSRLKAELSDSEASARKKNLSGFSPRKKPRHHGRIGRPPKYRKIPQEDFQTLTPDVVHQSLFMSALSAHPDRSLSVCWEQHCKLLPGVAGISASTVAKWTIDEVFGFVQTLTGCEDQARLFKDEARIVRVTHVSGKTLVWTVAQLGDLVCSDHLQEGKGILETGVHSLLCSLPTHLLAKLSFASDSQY
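Read-out is AlphaScreen signal from streptavidin donor and nickel chelate acceptor beads (10 ug/mL final each) bridging L3MBTL1 (50 nM) and biotinylated K9-monomethylated H3(1-15) peptide (75 nM), after 30 min compound exposure at room temperature.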
Tau FP inhib: inhibitors of human tau fibril formation. P10636. K18 P301L tau heparin fibrillization, Alexa594 FP, 6 h. Potency, µM (titrated, usually from 57.7 µM), for the others: top-dose activity, negative = inhibition, hits mostly inhibitors. hit rate 0.39% among 280,000. AID 1468; note: nearly all actives have a fitted effect of over 55% in size
Target sequence (P10636 561-689 P618L limits assumed): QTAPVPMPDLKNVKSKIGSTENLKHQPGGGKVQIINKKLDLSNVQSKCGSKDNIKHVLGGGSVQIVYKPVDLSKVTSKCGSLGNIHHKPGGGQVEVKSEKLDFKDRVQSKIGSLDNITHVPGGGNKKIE
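Human K18 P301L fragment (15 uM unlabeled plus 0.24 uM Alexa 594-labeled) in 100 mM sodium acetate pH 7 with compound, aggregation induced by 20 uM heparin for 6 hr at 37 C. ThT (30 uM) added for 1 hr, then Alexa 594 FP read.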
Tau ThT inhib: tau fibrillization inhibition (ThT binding); P10636; recombinant tau K18 P301L (four-repeat tau fragment), heparin-induced fibrillization, ThT fluorescence; Potency, µM (top dose mostly 57.4 µM), for the others: at the highest dose activity, negative = inhibition, usual class: inhibitors; hit rate 2.1% among 270,000; note: nearly all actives have a fitted effect of over 55% in size
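Tau K18 P301L fragment (15 uM unlabeled plus 0.24 uM Alexa 594-labeled) in 100 mM sodium acetate pH 7 with compound, fibrillization induced by 20 uM heparin for 6 hr at 37 C. Thioflavin T (30 uM) added, fluorescence read after 1 hr (ex 450, em 510 nm).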
TexasRed fluor: counter-screen for TRb-SRC2 inhibitors: fluorescence interference; TRb/SRC2 Texas Red total fluorescence interference; Potency, µM (titrated, usually from 106 µM), without a hit: top-dose fluorescence change, negative = quenching; hit rate 0.29% among 280,000; AID 1479; active = well fitted curve in either direction with a large enough effect; inconclusive = small, poorly fitted or top-dose-only effect
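Flags fluorescent or light-absorbing compounds by total fluorescence, S + 2P, at 555 nm excitation and 632 nm emission. Mixture: 20 nM Texas Red SRC2 peptide, 0.6 uM human TRb LBD, 1 uM T3, 5% DMSO; compound exposure 5 h at ambient temperature.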
KDM4E inh: blocks human JMJD2E demethylase activity; hit rate 1.6% among 230,000; JMJD2E catalytic domain, FDH-coupled NADH fluorescence (FDH is formaldehyde dehydrogenase); Potency, µM (highest dose often 57.1 µM), without a hit: top-dose activity change, negative = inhibition, actives largely listed as inhibitors; B2RXH2; active = well fitted inhibition curve with a large enough effect, not every such curve was filed as active; inconclusive = small, poorly fitted or top-dose-only effect, or another doubt; inactive = no such curve, though single readings can be large or run the other way;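 note: 0% = wells with enzyme and -100% = buffer wells without enzyme; nearly all actives have a fitted effect of over 50% in size; many of its hits are not listed in these tables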
GoLoco inh red: blocks human Gai1 binding to RGS12 GoLoco peptide, red readout. Gai1:RGS12 GoLoco peptide FP, rhodamine, 10 min. hit rate 0.44% among 230,000. Potency, µM (highest dose often 61.6 µM), for inactives: at the top dose activity, negative = inhibition, usual class: inhibitors. P63096. AID 880; active = well fitted inhibition curve with a large enough effect, not every such curve was filed as active; inactive = no such curve, though single readings can be large or run the other way; note: nearly all actives have a fitted effect of over 30% in size; many of its hits are not listed in these tables
Active calls of the source: *; i = inactive; ? = inconclusive; . = no result given; & = joins results of further samples; [ ] = another dose, or the depositor's remark. Unless noted, calls come from the whole dose curve; as a rule, active = well fitted curve in the direction sought with a large enough effect; inconclusive = small, poorly fitted or top-dose-only effect, or another doubt; inactive = no such curve, though single readings can be large; an effect the other way counts as inactive or inconclusive. Unless noted, % is set by controls: 0 for no effect and ±100 for the full control effect; potency is the fitted concentration of half-maximal effect. An excerpt; the hit share may differ from the screen's.

SMILES	TRb-SRC2 inh	RECQ1 helicase	L3MBTL1 inh	Tau FP inhib	Tau ThT inhib	TexasRed fluor	KDM4E inh	GoLoco inh red
COc1cc(OC)c(NC(=O)CCn2cccn2)cc1Cl	-4%	.	.	2%	-2%	-2%	.	.
COc1ccc(Br)cc1C(=O)Nc1cccc(C)c1	1%	i	.	2%	-2%	1%	3%	14%
O=C1c2ccccc2C(O)N1Cc1cccs1 (stereo unspecified)	-5%	i	-3%	1%	6%	-1%	-1%	7%
COc1ccc(Cl)cc1NC(=O)c1cc(C)nc2c1c(C)nn2-c1ccccc1	8%	.	.	-17%	4%	-24%	.	.
Cc1ccc2scc(N3CCC(C)CC3)c(=O)c2c1	-7%	.	.	11%	?	?	.	.
Cc1ccc2cc(/C=N/Nc3nc4ccccc4[nH]3)c(Cl)nc2c1	-6%	0%	-8%	10%	?	-2%	3%	9%
Cc1cc(-c2csc3nc[nH]c(=S)c23)cc(C)c1C	-3%	i	-1%	?	-9%	-2%	4%	23%
CC(=O)Nc1cc(C)nn1-c1nc(C)cc(C)n1	-2%	-8%	5%	0%	-1%	-2%	8%	1%
COC(=O)CCCc1nc2ccccc2s1	-4%	-4%	12%	1%	-9%	-1%	0%	4%
CC(C)C(=O)N1CCC2(CC1)Oc1ccc(F)cc1C(=O)C21CC(c2ccccc2)=NO1 (stereo unspecified)	-2%	i	.	-1%	-3%	-2%	-3%	6%
Cc1cccc2c1N1C(=O)c3c(C(=O)O)cccc3C1CC2C (stereo unspecified)	-8%	11%	1%	5%	-2%	-6%	5%	4%
C[C@@H]1Nc2ccc(Cl)cc2S(=O)(=O)N1	-1%	-8%	.	4%	-8%	-3%	?	4%
Cc1[nH]nc2c1C(c1ccc(-c3ccc(Cl)cc3)o1)C(C#N)=C(N)O2 (stereo unspecified)	-7%	-15%	-5%	-9%	10µM*	-3%	-25%	7%
COc1ccccc1Nc1nc(-c2sc(NC(=O)CC(C)C)nc2C)cs1	-10%	-7%	16%	5%	?	8%	?	59%[activator]
Cc1c2cnn(-c3ccccc3)c(=O)c2c(C)n1CCCC(=O)Nc1cccc(F)c1	3%	.	.	-6%	-5%	-1%	.	.
CCCn1nnnc1NC(=O)CSc1ccc(Cl)cc1	1%	-3%	-2%	4%	0%	-2%	4%	1%
CCCCNC(=O)CCn1nc(-c2ccc(Cl)cc2)c2ccccc2c1=O	0%&4%	-18%	4%	2%&7%	1%&-8%	-2%&4%	2%	9%
Cc1cc(C)c2ccc(/C=N/O)nc2c1O	-4%	-6%	.	-8%	.	-8%	-14%	11%
CN(Cc1ccccc1)C(=O)CN1C(=O)CSc2ccc(S(=O)(=O)N3CCOCC3)cc21	-1%	.	.	-8%	1%	-2%	.	.
CSc1ccc(/C=N/N2CCN(c3ccccc3)CC2)cc1	-5%	i	1%	7%	?	-2%	13%	13%
CCN1CCN(c2nc(N(C)c3ccccc3)nc(N)c2[N+](=O)[O-])CC1	-7%	i	-25%	-3%	-6%	0%	-4%	-9%
CCOc1ccc(C(=O)NCCn2cc(SCC(=O)Nc3ccccc3)c3ccccc32)cc1	3%	.	.	-13%	?	?	.	.
OC1(c2ccc(OC(F)F)cc2)CSC(=Nc2cccnc2)N1C1CC1 (stereo unspecified)	-2%	-13%	-25%	9%	-13%	-2%	-4%	0%
CC(C)c1ccc(NC(=O)N2CCCC2C(=O)Nc2ccc(-n3cnnn3)cc2)cc1 (stereo unspecified)	0%	i	3%	0%	5%	0%	-7%	6%
COc1ccc(Cl)cc1C(=O)O/N=C(\N)c1ccncc1	9%	0%	3%	-2%	-16%	-1%	-5%	0%

The last two compounds of the section before come first, to join the parts:
SMILES	TRb-SRC2 inh	RECQ1 helicase	L3MBTL1 inh	Tau FP inhib	Tau ThT inhib	TexasRed fluor	KDM4E inh	GoLoco inh red
CC(C)c1ccc(NC(=O)N2CCCC2C(=O)Nc2ccc(-n3cnnn3)cc2)cc1 (stereo unspecified)	0%	i	3%	0%	5%	0%	-7%	6%
COc1ccc(Cl)cc1C(=O)O/N=C(\N)c1ccncc1	9%	0%	3%	-2%	-16%	-1%	-5%	0%
CCc1nn2c(=O)c(S(=O)(=O)Nc3ccc(Br)cc3F)c(C)nc2s1	-11%	.	.	-1%	-8%	0%	.	.
Cc1ccc(C(=O)Nc2c(C)nc3ccccn3c2=O)cc1C	-1%	.	.	-2%	0%	-2%	.	.
Cc1noc(-c2ccc(Cl)cc2)c1C(=O)O/N=C(\N)c1ccc(C(C)(C)C)cc1	0%	i	.	?	.	-3%	6%	8%
COc1cc(/C=C/C(=O)OCC(=O)Nc2ccccc2Cl)cc(OC)c1OC	4%	-2%	5%	-1%	1%	0%	272%[activator]	5%
CC(Oc1ccc(Cl)cc1Cl)c1nc(-c2ccc(NC(=O)c3ccccn3)cc2)no1 (stereo unspecified)	2%	-1%	1%	?	?	-2%	?	10%
CN(C[C@H](Cc1ccccc1)N(C[C@H](c1ccccc1)N(CCc1ccccc1)N=O)N=O)N=O	1%	-18%	-26%	4%	-9%	0%	-5%	11%
COc1ccc(C(C)=O)cc1CSc1nc2ccccc2o1	-12%	-9%	5%	3%	-10%	-3%	0%	-5%
CCc1ccc(NC(=O)N(Cc2c[nH]c3ccccc23)C2CCCCCC2)cc1	0%	.	.	-13%	-1%	-1%	.	.
Cc1ccc(NC(=O)CCNS(=O)(=O)c2cccc3nonc23)cc1	1%	-1%	.	5%	8%	-1%	-3%	7%
CCC(C)(C(=O)NC1CCCC1)N(Cc1cccs1)C(=O)c1ccccn1 (stereo unspecified)	-4%	-9%	.	0%	-3%	-5%	-3%	9%
CCOc1ccc(N2CC(O)=C(c3nc4ccccc4c(=O)[nH]3)C2=N)cc1	5%	i	-1%	-3%	-11%	-2%	?	9%
COc1cccc(C(=O)N(c2ccc(C)cc2)C2C=CS(=O)(=O)C2)c1 (stereo unspecified)	8%	?	.	-2%	-3%	-2%	0%	-2%
Cc1ccc(NC(=O)/C=C/c2cccs2)c([N+](=O)[O-])c1	-1%	-18%	-6%	2%	-13%	-3%	-4%	3%
O=C(Nc1ccc(F)cc1)C1CCCN1S(=O)(=O)c1cccc2nsnc12 (stereo unspecified)	-1%	4%	.	-6%	.	0%	6%	-4%
CO[C@@H](CCO)C[C@H]1O[C@H](C(=O)OC(C)C)CC[C@@H]1C	-6%	i	.	?	5%	-1%	15%	21%
O=C(Nc1ccccc1C(=O)OCc1cc(=O)n2ccsc2n1)c1ccc(Cl)cc1	1%	.	.	-13%	6%	-1%	.	.
CCOC(=O)c1c(NC(C)=O)sc2c(O)c(CN3CCN(CC)CC3)ccc12	1%	?	-7%	-1%	?	-4%	2%	-16%
Fc1ccc(-c2ccc(-c3nn4c(-c5ccco5)nnc4s3)o2)cc1	3%	-3%	-10%	-2%	?	-9%	?	11%
CCOc1ccccc1NC(=O)CSc1nc2c(oc3ccccc32)c(=O)n1-c1ccc(C)c(C)c1	5%	.	.	-13%	1%	-15%	.	.
Cc1cc(C)n2nc(C(=O)OCC(=O)Nc3ccc4c(c3)OC(F)(F)O4)nc2n1	-3%	i	.	0%	-4%	-5%	3%	3%
COc1ccc(C(=O)NC(=S)NCc2cccnc2)cc1[N+](=O)[O-]	-3%	i	1%	-5%	4%	-2%	6%	16%
COc1ccc2[nH]c(=O)c(CNc3ccc(C)cc3C)cc2c1	-1%	-3%	-8%	-20%	?	1%	?	-6%
CCOc1ccccc1C(=O)N(Cc1cc(OC)c(OC)c(OC)c1)C1CCS(=O)(=O)C1 (stereo unspecified)	-1%	.	.	-6%	-1%	-4%	.	.
Cc1ccc(NC(=O)Cn2nc3c(cc2=O)CCCC3)cc1Cl	-1%	.	.	5%	-7%	-2%	.	.
CCCc1c(C(=O)OCC)sc(N)c1C#N	-4%	23%	57%[activator]	-2%	-4%	-7%	-28%	-1%

Remaining list, next part
SMILES	TRb-SRC2 inh	RECQ1 helicase	L3MBTL1 inh	Tau FP inhib	Tau ThT inhib	TexasRed fluor	KDM4E inh	GoLoco inh red
O=C(CN1CCN(c2ccc(O)cc2)CC1)Nc1cc(S(=O)(=O)N2CCCCC2)ccc1Cl	-4%	-9%	-4%	-1%	?	-1%	-10%	7%
CC(C(=O)OCC(=O)Nc1ccc2c(c1)OCO2)N1C(=O)c2ccccc2C1=O (stereo unspecified)	-1%	11%	.	7%	-9%	-1%	1%	26%
CCOc1ccccc1NC(=O)CNS(=O)(=O)c1ccc2nc(C)sc2c1	6%	i	.	-1%	-2%	-2%	-2%	0%
CCOC(=O)c1[nH]c2c(c1C)C(=O)CC(c1ccco1)C2 (stereo unspecified)	-16%	?	32µM*	-5%	-12%	-5%	-24%	-4%
CC(C)=C1C(=O)C(c2ccccc2)=C2CN3C(=O)N(CCc4ccccc4)C(=O)[C@]3(Cc3ccc(C(F)(F)F)cc3)[C@H]21	0%	i	.	0%	?	-1%	-12%	8%
COc1cc(C2NC(=O)NC(C)=C2C(=O)NCc2ccccc2)c(Cl)cc1O (stereo unspecified)	-14%	-3%	.	-8%	-6%	2%	-7%	-6%
O=C(Nc1ccc2c(c1)OCO2)c1sc2cc(Cl)ccc2c1Cl	-1%	4%	10%	0%	?	2%	?	6%
S=c1[nH]c2ccccc2c2ccccc12	-6%	-11%	.	-4%	-15%	-2%	-21%	-5%
Cc1cc(C)cc(NC(=O)c2cnn(-c3ccc(C)c(C)c3)c2C2CCNCC2)c1	0%	.	.	-2%	-5%	-2%	.	.
NS(=O)(=O)c1ccc(NC(=O)COc2ncnc3c2cnn3-c2ccccc2)cc1	2%	i	-3%	1%	16%	-1%	-7%	9%
c1ccc(CCc2nn3c(-c4ccncc4)nnc3s2)cc1	-28%	-14%	-9%	-3%	0%	3%	-4%	6%
COc1cccc(C(=O)NCC(=O)OCc2cc(=O)n3ccsc3n2)c1	-4%	.	.	6%	-4%	?	.	.
CCOC(=O)c1oc2ccccc2c1NC(=O)c1cccc(OC)c1	2%	-6%	33%[activator]	-5%	-19%	-1%	?	8%
